KLK5 inh = kallikrein 5 (human) inhibition; recombinant hK5, fluorogenic AMC substrate cleavage; 210,000 tested, 0.59% active; inhibition, % at 5 µM; AID 873;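 active = inhibition of 40% or more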;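 also: 0% = enzyme controls without compound and 100% = no-enzyme blanks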
Target sequence (Q9Y337 67-293 limits assumed): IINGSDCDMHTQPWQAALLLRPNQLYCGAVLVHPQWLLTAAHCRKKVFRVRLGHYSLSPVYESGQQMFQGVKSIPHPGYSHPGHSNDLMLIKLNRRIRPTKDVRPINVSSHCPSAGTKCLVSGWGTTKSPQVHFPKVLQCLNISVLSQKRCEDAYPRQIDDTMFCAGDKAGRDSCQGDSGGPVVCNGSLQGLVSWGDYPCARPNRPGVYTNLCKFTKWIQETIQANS
thrombin 1536 = blocks human thrombin protease activity; 220,000 tested, 0.26% active; alpha-thrombin, Boc-VPR-AMC fluorogenic substrate cleavage; P00734; inhibition, % at 5 µM;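 active = inhibition at or above 40%; inactive = inhibition below 40%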;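 also: 0% = enzyme with no compound and 100% = wells without enzyme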
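Material: human alpha-thrombin protein; Also added: Boc-VPR-AMC substrate, 15 µM final; Timing: enzyme reaction carried out at room temperature; Signal: fluorescence, ex 355 nm, em 460 nm; Measure: % inhibition of thrombin; Controls: enzyme without compound as high, wells lacking enzyme as low.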
NCF1 inh = inhibitors of human p47phox binding; p47phox/p22phox peptide binding, fluorescence polarization, 2 h; inhibition, % at 24.7 µM; AID 1274; 220,000 tested, 0.53% active;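 also: 0% = p47phox with labelled peptide and 100% = labelled peptide alone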
14-3-3 Bad PPI = disrupts binding of bovine 14-3-3 zeta to phospho-Bad peptide; 220,000 tested, 0.71% active; TR-FRET 14-3-3zeta/Dy647-pBad peptide displacement, 1 h; AID 781; P63103; inhibition, % at 21.7 µM;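 active = inhibition above about 70%, limit read from the data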;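 also: 0% = full 14-3-3 plus peptide FRET controls and 100% = background without 14-3-3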
Target sequence (P63103 whole entry, looked up): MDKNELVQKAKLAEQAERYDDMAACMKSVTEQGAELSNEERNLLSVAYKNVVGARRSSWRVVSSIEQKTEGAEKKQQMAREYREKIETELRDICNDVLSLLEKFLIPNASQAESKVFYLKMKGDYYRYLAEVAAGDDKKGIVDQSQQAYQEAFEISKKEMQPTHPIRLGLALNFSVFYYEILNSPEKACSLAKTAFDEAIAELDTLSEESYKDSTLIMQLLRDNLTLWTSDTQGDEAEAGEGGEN
KCC2 mod = modulates chloride dependent transport by human KCC2; B-score of Tl+ flux slope (higher = more flux/activation; lower = inhibition) at 10 µM; KCC2 cells, thallium flux FluoZin-2 fluorescence; 190,000 tested, 2.2% active; Q9H2X9;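 active = thallium flux slope and its plate-corrected score both differing from the plate sample mean at a set confidence after two filtering rounds, in either direction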;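 also: slope of fluorescence scaled to starting intensity during 10 to 20 s after thallium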
EBV gp42 inh = EBV gp42 inhibition; Fluorescence polarization binding assay, mP read-out; inhibition, % (tested at 21.74 µM); 220,000 tested, 0.42% active; AID 1085; in the data active = inhibition above about 50%
Target sequence (Q1HVG2 whole entry, looked up): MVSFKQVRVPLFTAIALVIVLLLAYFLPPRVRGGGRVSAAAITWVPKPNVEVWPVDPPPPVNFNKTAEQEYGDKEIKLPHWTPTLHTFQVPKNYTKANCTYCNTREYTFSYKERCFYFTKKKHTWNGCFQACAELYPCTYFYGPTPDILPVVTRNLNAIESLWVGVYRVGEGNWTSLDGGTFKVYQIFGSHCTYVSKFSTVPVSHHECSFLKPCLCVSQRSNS
Furin inh = inhibitors of human furin | purified furin, fluorogenic substrate cleavage | AID 463115 | P09958 | inhibition, % at 30 µM | 220,000 tested, 0.061% active; in the data active = inhibition above about 25%; also: inactives centre near -15
eIF4E 4G PPI = inhibitors of eIF4E and eIF4G interaction in translation initiation | P63073+Q04637 | TR-FRET eIF4E-eIF4GI(517-606) binding, 2 h | inhibition, % at 21.7 µM | 220,000 tested, 0.37% active | AID 782;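 also: 0% = full FRET control wells and 100% = background wells lacking eIF4GI fragment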
Rad51 HR inh = Rad51 (human) homologous recombination inhibition; Q06609; hRad51 DNA strand exchange, fluorescence dequenching; inhibition, % at 10 µM; 200,000 tested, 0.085% active;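 active = inhibition above 40% at the single screening dose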;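 also: 0% = DMSO control wells and 100% = blanks with heterologous ssDNA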
Target sequence (Q06609 whole entry, looked up): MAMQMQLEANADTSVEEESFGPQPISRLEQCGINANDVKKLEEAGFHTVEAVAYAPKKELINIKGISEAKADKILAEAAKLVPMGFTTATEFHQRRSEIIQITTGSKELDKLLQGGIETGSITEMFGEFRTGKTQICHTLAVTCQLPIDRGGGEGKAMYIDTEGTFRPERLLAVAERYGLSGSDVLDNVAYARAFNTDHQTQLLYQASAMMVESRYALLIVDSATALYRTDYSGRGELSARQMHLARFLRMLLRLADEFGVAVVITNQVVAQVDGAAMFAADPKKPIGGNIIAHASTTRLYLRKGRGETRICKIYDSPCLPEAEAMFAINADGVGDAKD
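Assay system: Human Rad51 nucleoprotein filaments preassembled on unlabelled ssDNA | Reagent: Donor/quencher-labelled 47-bp dsDNA substrate | Doses: One concentration, 10 µM final | Times: 37 °C 15-min filament assembly, 30-min compound preincubation, 15-min exchange | Technique: Fluorescein emission 520 nm, excitation 485 nm | Benchmarks: Plate control and blank wells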
An asterisk follows results filed as active; i = inactive; . = no result given; [ ] = remark or other dose.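 The calls were made as follows, unless noted: active = inhibition above about 30% (limit read from the data); inactive = the rest.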 Compounds as they come; any-hit rate near 4.7%.

KLK5 inh | thrombin 1536 | NCF1 inh | 14-3-3 Bad PPI | KCC2 mod | EBV gp42 inh | Furin inh | eIF4E 4G PPI | Rad51 HR inh | compound
-1 | -8 | -1 | 8 | 0.27 | 6 | -11[20 µM] | 3 | 2 | COc1ccc(CNc2nc3nc4c(c(=O)n3[nH]2)CCC4)cc1
-5 | -6 | -5 | 1[fluorescence artefact?] | 1.5 | 4 | -1 | 4 | 4 | CCN1CCN(c2nc(-c3ccccc3)nc3ccccc23)CC1
-17 | -4 | -3 | 4 | -0.48 | -11 | -19 | 5[fluorescence artefact?] | . | COc1ccc(CNc2nc(S(=O)(=O)c3ccccc3)c(Cl)s2)cc1OC
-22 | 6 | 11 | 8 | 0.19 | -20 | 2[20 µM] | -19 | -3 | CCOC(=O)c1ccccc1-n1c(C)cc(C2N=C(N)Nc3nc4ccccc4n32)c1C (stereo not drawn)
-10 | 3 | 4 | 0 | . | -28 | -13[20 µM] | 5 | 7 | O=C(NCc1cccs1)c1cc(-c2ccccc2)on1
-25 | -1 | -2 | 68[fluorescence artefact?] | -0.35 | 26 | -8[20 µM] | 0 | -13 | CNc1ccc(Br)cc(C(=O)/C=C/c2ccc3c(c2)OCO3)c1=O
2 | 9 | -7 | -1 | 0.43 | -26 | -13[20 µM] | -11 | -3 | CSc1ncccc1C(=O)OCc1ccc(COC(=O)c2cccnc2SC)cc1
1 | -2 | -5 | -6 | 0.42 | -16 | -3 | -6 | 7 | COc1ccc(NC(=S)N2CCOCC2)c(OC)c1
-8 | 0 | 0 | 2 | 0.41 | 7 | -14 | 1 | -34 | O=C1CCC(=O)N1c1ccc(-c2nc3ccccc3s2)cc1
-5 | -1 | -12 | 3 | -0.034 | -10 | -18[20 µM] | 8 | . | Cc1ccc(NC(=O)c2cccs2)cc1
-10 | 2 | -7 | 3 | . | -13 | -8 | 0 | 7 | COC(=O)c1ccccc1NC1OC(=O)c2ccccc21 (stereo not drawn)
-1 | -6 | 10 | -6 | -2.2 | -3 | -19 | 1 | -3 | O=Cc1cccn1-c1nccc(-c2ccco2)n1
-10 | -3 | -20 | 3 | -0.14 | -21 | -12 | 8 | 10 | COc1ccccc1NS(=O)(=O)c1cc(NC(=O)c2cccs2)ccc1N1CCCC1
-8 | -5 | 2 | -6 | -2.9* | -17 | -20 | -5 | 1 | COc1ccc(NC(=O)Cn2c(=O)sc3ccccc32)c(OC)c1
2 | -3 | -8 | -7[fluorescence artefact?] | 1.5 | -22 | -18 | 3[fluorescence artefact?] | 6 | CC(=O)Cc1ccccc1OC(=O)c1ccco1
-4 | -5 | 0 | -20 | -0.5 | -12 | -6 | 4 | 2 | COc1ccccc1/C=C/C=N/n1c(-c2cc(C)[nH]n2)n[nH]c1=S
-3 | -7 | -12 | -11 | -1.5 | -10 | -12 | 2 | 12 | Cc1cc(Nc2cc(Cl)cc(Cl)c2)nc(N)n1
-4 | -3 | -7 | 4 | -3.3 | 16 | -15 | 14 | -8 | C=CCOc1c(OC)cc(/C=N/Nc2cccc(C(=O)O)c2)c(Br)c1Br
-12 | 0 | -2 | -2 | . | -22 | -8 | -3 | -15 | CCCCn1c(=O)c(CC(C)=O)nc2ccccc21
-6 | -2 | 8 | 7 | 0.12 | -3 | 7 | 0 | -1 | COc1ccc(CNC(=O)C2CCN(C(=O)[C@@H](CC(C)C)NC(=O)OC(C)(C)C)CC2)cc1
2 | -1 | 8 | 6 | 0.13 | -9 | -24 | 4 | 12 | COC(=O)C(=Cc1ccccc1[N+](=O)[O-])C(=O)OC
2 | -5 | 0 | 2 | 0.45 | -8 | -10[20 µM] | 4 | 3 | CCSc1nnc(NC(=O)C2CCCCC2)s1
-5 | 1 | 1 | -7 | -0.77 | -35 | -8[20 µM] | 2[fluorescence artefact?] | 7 | CN(C)c1ccc(C=Nc2ccc(N(C)C)cc2)cc1
i | -30 | -11 | . | 0.48 | -6 | -245 | . | 7 | CCc1c(C)c2cc(Cl)c(O)c(CN3CCCCC3)c2oc1=O
-5 | -7 | 16 | -2 | 0.016 | 1 | -15 | 0 | 8 | O=c1c(C=NCc2ccccc2)c(NCc2ccccc2)nc2ccccn12
-17 | -6 | 1 | -7[fluorescence artefact?] | -0.25 | -10 | -11 | -12 | -10 | CCOC(=O)C(C)Sc1nnc(-c2ccccc2O)n1Cc1ccccc1 (stereo not drawn)
-4 | -2 | 0 | -22 | -0.36 | 9 | -26 | 0 | 3 | O=C(Cc1ccccc1Cl)Nc1cccnc1
-7 | -2 | 43* | 79* | 11* | 59* | -6 | 9 | 0 | CCC1=NN2C(=N)/C(=C\c3cccn3-c3ccc(Br)cc3)C(=O)N=C2S1
-4 | -10 | -18 | 59[fluorescence artefact?] | 0.5 | -7 | -15[20 µM] | -4 | . | Clc1ccc(OCCn2ccnc2)c(Cl)c1
-1 | -1 | -5 | 8 | . | -22 | -15 | -4 | 3 | O=C(CC1CCS(=O)(=O)C1)NC1CCCCC1 (stereo not drawn)
-12 | -5 | -18 | 5[fluorescence artefact?] | 2.1 | -15 | -30 | 2 | -3 | COc1ccc(NS(=O)(=O)c2ccc(NC(=O)CCNS(=O)(=O)c3ccc(C)cc3)cc2)cc1
-16 | 4 | -7 | -12 | . | -8 | 14 | 1 | 2 | O=c1cc(CN2CCN(CCO)CC2)c2cc3c(cc2o1)CCC3
-1 | -4 | -3 | 19 | -0.12 | 3 | -9 | -3 | 10 | O=c1[nH]nc(N2CCOCC2)c(=O)[nH]1
-7 | -4 | 10 | 5 | 1.4 | -15 | -14[20 µM] | 6 | 10 | COc1ccc(CN2CCn3ncc(C(=O)Nc4cccc(C)c4)c3C2=O)cc1
-4 | -3 | -6 | -4[fluorescence artefact?] | -2.5 | -16 | -26 | 7 | 8 | COC(=O)NC(Nc1sc2c(c1C(N)=O)CCCC2)(C(=O)OC)C(F)(F)F (stereo not drawn)
-8 | -7 | -10 | -5 | -1.3 | -10 | -16[20 µM] | 1 | -1 | CCOc1ccc(C(C)(C)C)cc1S(=O)(=O)n1nc(C)cc1C
-1 | -6 | -24 | -9 | -0.058 | 3 | -3 | -3 | -2 | CCOC(=O)c1nc(Nc2cc(C)cc(C)c2)c2ccccc2n1
-3 | 2 | -13 | -1 | 0.45 | -10 | -17 | 3 | -34 | CCN1CCN(C(=S)Nc2cccc(C(F)(F)F)c2)CC1
-31 | -11 | -19 | -5 | . | -9 | -2[20 µM] | -2 | 12 | COC(=O)C(Cc1ccc(OC(=O)c2ccc(C)cc2)cc1)N1Cc2ccccc2C1=O (stereo not drawn)
0 | -3 | -1 | -4 | . | -10 | -5 | 3 | 2 | COc1cc(/C=N/n2c(-c3ccccc3)n[nH]c2=S)ccc1O
-8 | 0 | -8 | 2 | 1.7 | -7 | -7[20 µM] | -1 | -4 | Cc1cnc(C(=O)Nc2ccc(F)cc2)cn1
1 | 3 | -21 | 8 | 0.47 | -29 | -21[20 µM] | -31 | 5 | Cc1ccccc1OCC(O)Cn1c(NCc2ccccc2)nc2c1c(=O)[nH]c(=O)n2C (stereo not drawn)
-16 | -2 | -3 | -3 | 0.087 | -5 | -6 | 2[fluorescence artefact?] | 21 | Cc1no[n+]([O-])c1COc1ccccc1/C=N/n1nnnc1N
-6 | 1 | -7 | -17[fluorescence artefact?] | 0.59 | -15 | -26 | -1 | -51 | CN1CCc2nc(SCC(=O)Nc3ccc(OC(F)(F)F)cc3)c(C#N)c(-c3cccs3)c2C1
2 | 2 | 21 | 6 | . | 8 | -27 | -7 | -3 | CNC(=O)c1c(N)sc2c1CCCCC2
-22 | -10 | 7 | -1 | . | -5 | -16[20 µM] | -16 | -2 | CCCCOc1ccccc1NC(=O)C=C(C)C
1 | -2 | -8 | -1 | 0.62 | -3 | -26 | 5 | 7 | COc1cccc(N(CC(=O)Nc2cccc(C(C)=O)c2)S(C)(=O)=O)c1
-7 | 2 | -14 | -3 | 0.31 | -11 | -9[20 µM] | -8 | 2 | COC(=O)c1sc(NC(=O)CC(C)C)c(C(=O)OC)c1C
-2 | -4 | -9 | 5 | -1.8 | 29 | -7 | -2 | 0 | Cc1ccc(Nc2nc(N)[nH]c(=O)c2N=O)cc1
-19 | 4 | 2 | -4 | . | -11 | -3 | -10 | -10 | O=C(CCC(=O)c1ccc[nH]1)c1ccc(Cl)cc1
-8 | -5 | -14 | -12[fluorescence artefact?] | -0.62 | -2 | -3 | 15 | 3 | COc1cc(NC(=S)NCCSc2ccc(C)cc2)cc(OC)c1
-29 | -7 | 0 | 0 | 0.021 | 7 | -18 | 0 | . | Cc1cc(C)cc(C(=O)NCC(=O)OCc2c(C)noc2C)c1
. | -4 | -3 | -2 | . | 9 | -14 | -1 | . | CC1CCN(c2ccc(C(F)(F)F)cc2N)CC1
-22 | 1 | -21 | -4[fluorescence artefact?] | 0.17 | -5 | -6 | 4 | -21 | COC(=O)/C(C#N)=C/c1c(Oc2cc(C)cc(C)c2)nc2c(C)cccn2c1=O
-3 | -10 | -2 | -1 | 0.43 | -3 | -27 | -1 | . | CC(NC(=O)C(C)(C)C)C(c1cccs1)N1CCN(Cc2ccccc2)CC1 (stereo not drawn)
-2 | -7 | 8 | 2 | 0.29 | -2 | -18 | -1 | -2 | O=C1OC(/C(=C\Nc2cc(Cl)ccc2O)[N+](=O)[O-])c2ccccc21 (stereo not drawn)
-10 | 2 | -5 | -3 | 0.035 | -7 | -10[20 µM] | -9 | 9 | CCCCCOc1ccc(CSC(=N)N)cc1[N+](=O)[O-]
0 | -1 | 7 | -8 | 0.83 | 6 | -21 | -1 | 1 | Cn1nnnc1SCc1ccc(Cl)cc1
-4 | -10 | -48 | -2 | -0.25 | -7 | 1 | 10 | . | Cc1ccccc1/C=C/C12NC(=O)CN1c1ccccc1C2(C)C (stereo not drawn)
-10 | -4 | -3 | -3 | -1.3 | -8 | -11 | 15 | 5 | COc1ccc([N+](=O)[O-])cc1NC(=O)C(C)c1ccccc1 (stereo not drawn)
1 | -7 | 3 | 8 | -0.24 | -17 | -13 | 3 | . | COc1cc2ncnc(NCCCN3CCOCC3)c2cc1OC
4 | -1 | -4 | 7 | . | 2 | -11[20 µM] | 4 | 2 | CCCOC(=O)c1ccc(NC(=O)c2cc(OC)c(OC)c(OC)c2Br)cc1
-4 | -7 | 2 | -13 | -1.6 | 6 | -18[20 µM] | -1 | -2 | COc1ccc(NC(=O)CN2C(=O)c3cccc4cccc2c34)c(OC)c1

Copied from the list:
`COc1ccc([N+](=O)[O-])cc1NC(=O)C(C)c1ccccc1` (stereo not drawn) in NCF1 inh reads -3
`Cc1cc(C)cc(C(=O)NCC(=O)OCc2c(C)noc2C)c1` in NCF1 inh reads 0
`CC(NC(=O)C(C)(C)C)C(c1cccs1)N1CCN(Cc2ccccc2)CC1` (stereo not drawn) in KLK5 inh reads -3
`COc1cc(/C=N/n2c(-c3ccccc3)n[nH]c2=S)ccc1O` in 14-3-3 Bad PPI reads -4

Ordered by value in NCF1 inh (low to high): 3 of the compounds above.
KLK5 inh | thrombin 1536 | NCF1 inh | 14-3-3 Bad PPI | KCC2 mod | EBV gp42 inh | Furin inh | eIF4E 4G PPI | Rad51 HR inh | compound
-12 | -5 | -18 | 5[fluorescence artefact?] | 2.1 | -15 | -30 | 2 | -3 | COc1ccc(NS(=O)(=O)c2ccc(NC(=O)CCNS(=O)(=O)c3ccc(C)cc3)cc2)cc1
-5 | 1 | 1 | -7 | -0.77 | -35 | -8[20 µM] | 2[fluorescence artefact?] | 7 | CN(C)c1ccc(C=Nc2ccc(N(C)C)cc2)cc1
-22 | -10 | 7 | -1 | . | -5 | -16[20 µM] | -16 | -2 | CCCCOc1ccccc1NC(=O)C=C(C)C

Assay outcomes from PubChem.
